Screening results deposited in PubChem by Broad Institute.
ERp5 inh = ERp5 (human) disulfide isomerase inhibition | 350,000 tested, 0.05% active | Q15084 | inhibition, % at 9.99 µM | ERp5 insulin aggregation, absorbance 650 nm, 90 min;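 active means mean replicate inhibition above about 25%, with every replicate also reaching it, limit read from the data, passing the limit was not always enough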
E-sel inducer = induces E-selectin expression in human endothelial cells; P16581; HUVEC E-selectin immunofluorescence imaging; normalized: neutral wells 0, TNF-alpha wells 100; activation, % at 7.58 µM; 260,000 tested, 0.37% active;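 active means mean E-selectin-positive cell signal at least 10% of the positive control, reached in at least 60% of replicates, without over 20% cell loss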;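 further: in these data hits start at about 27%; measured in HUVEC primary endothelial cells; signal is the percent of cells scored E-selectin positive by PE staining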
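Read-out basis: % PE-positive cells; Test system: HUVEC primary endothelial cells; Technique: immunofluorescence imaging; Dosing: single-point compound dose.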
Casp6 inh = inhibitors of human caspase-6. P55212. purified caspase-6, Z-VEID-R110 cleavage fluorescence. inhibition, % at 12.5 µM. 350,000 tested, 0.53% active. AID 686996;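 active means mean inhibition across replicates at least about 35%, with every replicate also reaching that limit, limit read from the data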;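 further: 0% = median of neutral control wells and 100% = no fluorescence left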
Target sequence (P55212 24-179 limits assumed): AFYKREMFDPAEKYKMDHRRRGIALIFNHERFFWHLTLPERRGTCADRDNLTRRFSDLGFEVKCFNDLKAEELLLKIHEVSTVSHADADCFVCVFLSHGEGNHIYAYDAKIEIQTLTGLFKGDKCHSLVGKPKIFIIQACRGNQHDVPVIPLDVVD
Target sequence (P55212 194-293 limits assumed): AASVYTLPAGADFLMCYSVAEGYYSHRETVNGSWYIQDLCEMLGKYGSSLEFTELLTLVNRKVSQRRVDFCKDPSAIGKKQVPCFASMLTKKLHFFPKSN
RAD54 branch = RAD54 (human) branch migration inhibition; Q92698; RAD54 Holliday junction branch migration, FAM/BHQ fluorescence; inhibition, % at 10.4 µM; 360,000 tested, 0.14% active; AID 602329;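 active means mean normalized replicate activity at least 40 and at least half of replicates scoring 40 or more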;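 further: 0% = median of neutral control wells and 100% = median of positive control wells; inhibitors cause a drop in the FAM fluorescence signal; in these data hits start at about 50%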
Target sequence (Q92698 whole entry, looked up): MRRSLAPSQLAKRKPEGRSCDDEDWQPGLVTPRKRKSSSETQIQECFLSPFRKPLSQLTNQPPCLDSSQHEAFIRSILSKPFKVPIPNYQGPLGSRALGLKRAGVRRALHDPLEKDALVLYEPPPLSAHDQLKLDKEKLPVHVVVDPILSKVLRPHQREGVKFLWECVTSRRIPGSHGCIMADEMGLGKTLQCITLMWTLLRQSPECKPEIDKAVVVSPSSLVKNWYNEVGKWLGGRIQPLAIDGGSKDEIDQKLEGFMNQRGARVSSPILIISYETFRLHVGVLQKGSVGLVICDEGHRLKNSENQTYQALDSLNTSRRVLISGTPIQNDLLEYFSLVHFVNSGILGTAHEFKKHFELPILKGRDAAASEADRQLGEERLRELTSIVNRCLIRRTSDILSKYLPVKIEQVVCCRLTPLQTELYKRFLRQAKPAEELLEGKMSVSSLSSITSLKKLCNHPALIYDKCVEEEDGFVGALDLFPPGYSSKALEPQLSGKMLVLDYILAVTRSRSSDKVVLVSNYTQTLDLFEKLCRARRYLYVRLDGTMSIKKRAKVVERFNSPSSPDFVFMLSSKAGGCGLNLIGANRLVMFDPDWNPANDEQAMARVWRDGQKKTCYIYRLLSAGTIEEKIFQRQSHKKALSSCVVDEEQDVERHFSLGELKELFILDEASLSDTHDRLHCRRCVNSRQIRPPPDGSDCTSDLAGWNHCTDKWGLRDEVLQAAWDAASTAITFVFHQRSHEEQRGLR
RAD52 anneal inh = blocks human RAD52 DNA annealing; AID 651710; recombinant RAD52 DNA annealing, FRET fluorescence; 360,000 tested, 0.46% active; P43351; inhibition, % at 18.7 µM;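 active means every replicate showing at least 50% inhibition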
ARNT TACC3 PPI = disruptors of human ARNT/TACC3 interaction; AlphaScreen His-ARNT PAS-B/GST-TACC3 binding, luminescence; TACC3 fragment carries E629A point mutation; inhibition, % at 9.99 µM; 390,000 tested, 0.66% active; AID 623870;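 active means mean inhibition of replicates at least 50% and at least half of replicates each reaching 50%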;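 further: 0% = complete ARNT plus TACC3 wells and 100% = ARNT alone without TACC3; many hits fall short of the cut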
PglD DTNB = blocks C. jejuni PglD acetyltransferase activity | 360,000 tested, 0.098% active | purified PglD enzyme, DTNB colorimetric CoA detection | inhibition, % at 12.5 µM; in the data active means inhibition above about 16%, passing the limit was not always enough; further: strong numbers were not always called active
esBAF inh = inhibitors of esBAF chromatin remodeling in mouse ES cells. reporter increase, % at 12.5 µM. Bmi1-luciferase knock-in reporter, 24 h; 100% = twice the neutral-well signal. 350,000 tested, 2% active; in the data active means activation above about 40%;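 further: 0% = median of the plate's neutral control wells and 100% = double that signal; a rise in the Bmi1 reporter signal indicates esBAF inhibition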
Starred values were filed as active, the others as inactive; . = not tested or not shown.

1) N#C/C(=C\c1ccccc1Cl)C(=O)Nc1ccccn1
2) CCCNC(=O)N1CC2(CCN(C(=O)Cc3cccnc3)CC2)c2c([nH]c3cc(OC)ccc23)[C@@H]1CO
3) COc1ccc(N2CCN(C(=O)C3CCCN(c4ncnc5c4nc4n5CCCCC4)C3)CC2)cc1 (stereo not given)
4) CCOC(=O)Nc1ccc(=O)n(Cc2c(Cl)cccc2Cl)c1
5) COc1ccc(-c2ccc3c(c2)[C@H]2[C@H](CCN2C(=O)C2CCC2)[C@H](CO)N3C)cc1
6) COc1ccc(-c2noc(CCC(=O)N3CCN(c4ccccc4OC)CC3)n2)cc1
screen / no.,1,2,3,4,5,6
ERp5 inh,1,2,0,.,1,-4
E-sel inducer,.,0.0,.,.,0.2,0.0
Casp6 inh,4,2,13,.,3,3
RAD54 branch,-7,.,8,-5,.,-4
RAD52 anneal inh,-14,12,-2,.,-7,2
ARNT TACC3 PPI,8,.,.,-12,.,0
PglD DTNB,-4,.,4,0,.,-2
esBAF inh,-3,.,-6,-5,.,-3

Next section, overlapping the part above by four compounds.
3) COc1ccc(N2CCN(C(=O)C3CCCN(c4ncnc5c4nc4n5CCCCC4)C3)CC2)cc1 (stereo not given)
4) CCOC(=O)Nc1ccc(=O)n(Cc2c(Cl)cccc2Cl)c1
5) COc1ccc(-c2ccc3c(c2)[C@H]2[C@H](CCN2C(=O)C2CCC2)[C@H](CO)N3C)cc1
6) COc1ccc(-c2noc(CCC(=O)N3CCN(c4ccccc4OC)CC3)n2)cc1
7) CC(NC(=O)C(=O)N/N=C\c1cccc([N+](=O)[O-])c1)c1ccccc1 (stereo not given)
8) Cc1cccc(N2CN=c3s/c(=C\c4ccncc4)c(=O)n3C2)c1
9) COc1ccc(S(=O)(=O)N2CCCC2CNC(=O)c2cccc(OC)c2)cc1 (stereo not given)
10) CCN(CC)C(=O)n1nc(C)c(CN2C(=O)c3ccccc3C2=O)c1C
11) O=S(=O)(NCc1ccc(F)cc1)c1ccc(-n2cnnn2)cc1
12) O=C(C[C@H]1CC[C@@H]2[C@H](COC[C@H](O)CN2C(=O)c2ccccc2)O1)NC1Cc2ccccc2C1
screen / no.,3,4,5,6,7,8,9,10,11,12
ERp5 inh,0,.,1,-4,-1,.,3,-4,0,-10
E-sel inducer,.,.,0.2,0.0,.,.,0.4,.,.,0.0
Casp6 inh,13,.,3,3,2,.,0,2,-6,-2
RAD54 branch,8,-5,.,-4,.,-6,1,-2,15,-4
RAD52 anneal inh,-2,.,-7,2,-7,.,-9,-17,2,-7
ARNT TACC3 PPI,.,-12,.,0,-2,6,1,2,4,-8
PglD DTNB,4,0,.,-2,.,-5,-5,2,6,0
esBAF inh,-6,-5,.,-3,.,-8,-2,0,-2,0

13) COc1ccccc1NC(=O)CC1Nc2ccccc2NC1=O (stereo not given)
14) CC(=O)c1c(C)[nH]c(C(=O)OC(C)C(=O)NC2CCCCC2)c1C (stereo not given)
15) COc1cccc(C(C(=O)NCC2CCCO2)N(C(=O)Cn2nnc3ccccc32)c2ccc(NC(C)=O)cc2)c1 (stereo not given)
16) COc1cccc(NC(=O)C[C@H]2CC[C@H]3[C@@H](COc4ccc(NC(=O)c5ccccc5F)cc4C(=O)N3C)O2)c1
17) CC1Oc2ccccc2N(CC(=O)Nc2ccc3c(c2)OCO3)C1=O (stereo not given)
18) O=C(COc1ccccc1)N1CCCCCCC1
screen / no.,13,14,15,16,17,18
ERp5 inh,.,-11,1,0,.,3
E-sel inducer,.,0.4,-0.2,-0.1,.,.
Casp6 inh,.,1,-2,-1,.,-1
RAD54 branch,-7,4,-9,.,8,-3
RAD52 anneal inh,.,-11,-13,-5,.,-11
ARNT TACC3 PPI,-2,.,2,.,-5,8
PglD DTNB,-3,-2,-9,.,0,-3
esBAF inh,4,-3,10,.,1,0

19) CCOC(=O)CSCc1c(C#N)c2ccccc2n1C
20) Cc1cc(-c2ccc(C)c(S(=O)(=O)N3CCN(c4ccc([N+](=O)[O-])cc4)CC3)c2)on1
21) CO[C@@H]1CN(C)C(=O)c2ccc(NC(=O)Nc3cccc(F)c3)cc2OC[C@H](C)NC[C@H]1C
22) O=S1(=O)CCN(OCc2ccc(Cl)cc2)CC1
23) Nn1c(SCC(=O)N2CCCCCC2)nnc1-c1ccncc1
24) COc1cccc(-c2nc(-c3ccncc3)no2)c1
screen / no.,19,20,21,22,23,24
ERp5 inh,.,5,-1,-4,2,4
E-sel inducer,.,3.1,-0.2,.,.,0.2
Casp6 inh,.,-6,-8,-5,-4,2
RAD54 branch,-6,9,14,.,4,.
RAD52 anneal inh,.,-7,-2,-11,-8,10
ARNT TACC3 PPI,0,-5,6,0,-7,-1
PglD DTNB,-2,0,-1,.,-4,.
esBAF inh,-4,-4,1,.,-8,.

25) CCC(C)NC(=O)NC(=O)CSc1nnc(-c2ccccc2F)n1C1CC1 (stereo not given)
26) O=C(Nc1ccc2c(c1)OCO2)N[C@H]1C=C[C@@H](CC(=O)N2CCN(c3ccccc3)CC2)O[C@H]1CO
27) CC(CN)(NS(=O)(=O)c1ccccc1)c1ccccc1 (stereo not given)
28) CSc1ncccc1C(=O)OCCCC(=O)c1ccc(F)cc1
29) C[C@@H]1CN([C@H](C)CO)C(=O)c2cccc(NC(=O)C3CCCCC3)c2O[C@@H]1CN(C)Cc1ccc2c(c1)OCO2
30) COc1ccc(NC(=O)c2nnn(CC(=O)Nc3ccccc3OC)c2N)c(OC)c1
screen / no.,25,26,27,28,29,30
ERp5 inh,2,1,-7,-2,-10,-1
E-sel inducer,0.1,-0.4,.,.,0.3,.
Casp6 inh,-1,-1,-8,0,-3,7
RAD54 branch,-6,-8,4,1,3,1
RAD52 anneal inh,-9,-6,-18,-16,1,-4
ARNT TACC3 PPI,-5,23,12,.,4,1
PglD DTNB,3,3,15,3,3,-4
esBAF inh,4,8,2,0,-2,8

31) O=C(OC(C(=O)NC1CCCCC1)c1ccc(C(F)(F)F)cc1)c1ccco1 (stereo not given)
32) C[C@@H]1CN([C@@H](C)CO)S(=O)(=O)c2ccc(C3=CCCCC3)cc2O[C@H]1CN(C)C(=O)Cc1ccccc1
33) COc1ccc(S(=O)(=O)N=Nc2c(O)[nH]c3ccccc23)cc1
34) C[C@@H]1CN([C@H](C)CO)C(=O)c2cc(NS(=O)(=O)c3ccccc3)ccc2O[C@@H](C)CCCCO[C@@H]1CN(C)C(=O)c1ccncc1
35) O=C(N/N=C/C(Br)=C/c1ccccc1)c1cnccn1
36) CC(Oc1ccc(Cl)cc1)C(=O)N1CCN(C(=O)c2ccco2)CC1 (stereo not given)
screen / no.,31,32,33,34,35,36
ERp5 inh,8,-5,-2,3,4,2
E-sel inducer,-0.1,0.3,.,-0.1,-0.2,.
Casp6 inh,-8,-2,26,0,-3,0
RAD54 branch,-8,-3,.,1,.,6
RAD52 anneal inh,-8,3,-15,7,-28,-15
ARNT TACC3 PPI,3,-7,-4,-1,7,.
PglD DTNB,-6,0,.,3,.,4
esBAF inh,0,0,.,-5,50*,-7

37) CN(C)/C=C1\N=C(c2cccnc2Oc2ccc(Cl)cc2)OC1=O
38) O=C(CN1C(=O)NC(Cc2ccccc2)C1=O)Nc1ccc(OC(F)F)cc1 (stereo not given)
39) CC(C)(C)n1nc2c(c1NC(=O)Cc1cccc3ccccc13)CS(=O)C2 (stereo not given)
40) COc1cccc(CNC(=O)c2csc3c2CCCC3)c1
41) CC(C)(CNc1ccc([N+](=O)[O-])cc1C#N)N1CCOCC1
42) CCOC(=O)c1cn(Cc2ccccc2)nc1-c1ccccc1
screen / no.,37,38,39,40,41,42
ERp5 inh,4,1,-1,2,-2,-4
E-sel inducer,1.2,0.8,0.0,0.5,3.3,.
Casp6 inh,4,-4,1,-2,2,5
RAD54 branch,0,-7,4,-2,-4,.
RAD52 anneal inh,-11,0,-2,-10,-10,-3
ARNT TACC3 PPI,-3,-12,2,-7,-6,-3
PglD DTNB,-3,0,5,-7,-4,.
esBAF inh,-5,-6,-2,6,-10,.

43) C/C=C/c1ccc([C@@H]2[C@@H](CO)N(C(=O)CC)C23CN(S(C)(=O)=O)C3)cc1
44) C[C@H](CO)N1C[C@H](C)[C@H](CN(C)Cc2ccc(-c3ccccc3)cc2)Oc2ccc(NS(=O)(=O)c3ccc(F)cc3)cc2C1=O
45) O=C(N/N=C/c1ccc(O)cc1)c1cc(C23CC4CC(CC(C4)C2)C3)[nH]n1
46) COc1ccc(S(=O)(=O)N2CCc3ccccc3C2)cc1OC
47) COc1cccc(NC(=S)N(CCN2CCCCC2)Cc2ccco2)c1
48) C[C@H](CO)N1C[C@H](C)[C@H](CN(C)CC2CCCCC2)OCCCC[C@H](C)Oc2ccc(NC(=O)Nc3ccc(C(F)(F)F)cc3)cc2C1=O
screen / no.,43,44,45,46,47,48
ERp5 inh,3,-5,-6,-2,5,-8
E-sel inducer,-0.1,1.6,.,.,0.1,0.3
Casp6 inh,-1,0,6,7,.,-3
RAD54 branch,.,-11,.,-11,.,-17
RAD52 anneal inh,-13,25,-6,-1,-7,34
ARNT TACC3 PPI,.,7,6,0,35,10
PglD DTNB,.,0,.,1,.,-2
esBAF inh,.,-9,.,-8,.,3

Of the compounds above, these have an aryl thioether with sulfur outside any ring:
23) Nn1c(SCC(=O)N2CCCCCC2)nnc1-c1ccncc1
25) CCC(C)NC(=O)NC(=O)CSc1nnc(-c2ccccc2F)n1C1CC1 (stereo not given)
28) CSc1ncccc1C(=O)OCCCC(=O)c1ccc(F)cc1
screen / no.,23,25,28
ERp5 inh,2,2,-2
E-sel inducer,.,0.1,.
Casp6 inh,-4,-1,0
RAD54 branch,4,-6,1
RAD52 anneal inh,-8,-9,-16
ARNT TACC3 PPI,-7,-5,.
PglD DTNB,-4,3,3
esBAF inh,-8,4,0

Individual results from above.
E-sel inducer, cpd 47 is entered as 0.1
ARNT TACC3 PPI, cpd 20 is entered as -5

Later entries.
49) Cc1c(C#N)sc2nc(-c3ccccc3)nc(N3CCCC3)c12
50) COc1ccc([C@H]2/C=C\CN(S(=O)(=O)c3cccc4cccnc34)[C@@H](C)C(=O)N2Cc2ccc(F)cc2)cc1
51) O=C(Nn1c(COc2ccccc2)nc2ccccc2c1=O)C(Cl)(Cl)Cl
52) COc1ccc(OC)c(NC(=O)NCCc2cccc(Cl)c2)c1
53) O=C(Nc1cc(F)ccc1F)N[C@H]1CC[C@@H](CCNC(=O)c2cnccn2)O[C@H]1CO
54) CN(C(=O)CSc1ncnc2sc3c(c12)CCCC3)C1CCS(=O)(=O)C1 (stereo not given)
55) O=C([C@@H]1[C@@H](CO)[C@@H]2Cn3c(cccc3=O)[C@@H]2N1Cc1cocn1)N1CCC(Cc2ccccc2)CC1
56) Cc1ccc(C(=O)NCCc2nnc3ccc(NCCCN4CCOCC4)nn23)cc1
screen / no.,49,50,51,52,53,54,55,56
ERp5 inh,.,0,3,4,5,-1,-4,-4
E-sel inducer,.,-0.3,0.0,.,-0.1,1.5,-0.2,0.2
Casp6 inh,.,-5,6,-1,-2,3,-1,-39
RAD54 branch,5,2,1,.,-5,4,-8,-8
RAD52 anneal inh,.,-29,-19,-11,-1,-19,-36,1
ARNT TACC3 PPI,0,-2,18,-6,-1,3,19,0
PglD DTNB,5,3,3,.,2,-3,6,-2
esBAF inh,-9,-9,-3,.,9,0,5,-1
